TbPYK inhibitor = qHTS of Trypanosoma Brucei Inhibitors | pyruvate kinase (Trypanosoma brucei), Q57TT1 | TbPYK enzyme, Kinase-Glo Plus ATP luminescence, 45 min | Potency, µM (doses to about 76.8 µM), inactives show at the highest dose activity, negative = inhibition, hits mostly inhibitors | actives 0.12% (n = 410,000) | AID 624173, 2012; also: nearly all actives have a fitted effect of over 50% in size
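Luminescence from Kinase-Glo Plus, added after a 45-minute room-temperature reaction, served as the end-point read-out. The enzyme and substrate were preincubated with compound before ADP (130 uM final) initiated turnover. Concentration-effect curves came from normalized qHTS data.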
LmPK inhibitor = qHTS Assay for Inhibitors of Leishmania Mexicana Pyruvate Kinase (LmPK) | AID 1721, 2009 | Q27686 | actives 0.37% (n = 290,000) | purified LmPK, Kinase-Glo ATP luminescence, 1 h | Potency, µM (highest dose often 57.5 µM), for the others: at the highest dose activity change, negative = inhibition, most hits filed as inhibitors
Target sequence (Q27686 whole entry, looked up): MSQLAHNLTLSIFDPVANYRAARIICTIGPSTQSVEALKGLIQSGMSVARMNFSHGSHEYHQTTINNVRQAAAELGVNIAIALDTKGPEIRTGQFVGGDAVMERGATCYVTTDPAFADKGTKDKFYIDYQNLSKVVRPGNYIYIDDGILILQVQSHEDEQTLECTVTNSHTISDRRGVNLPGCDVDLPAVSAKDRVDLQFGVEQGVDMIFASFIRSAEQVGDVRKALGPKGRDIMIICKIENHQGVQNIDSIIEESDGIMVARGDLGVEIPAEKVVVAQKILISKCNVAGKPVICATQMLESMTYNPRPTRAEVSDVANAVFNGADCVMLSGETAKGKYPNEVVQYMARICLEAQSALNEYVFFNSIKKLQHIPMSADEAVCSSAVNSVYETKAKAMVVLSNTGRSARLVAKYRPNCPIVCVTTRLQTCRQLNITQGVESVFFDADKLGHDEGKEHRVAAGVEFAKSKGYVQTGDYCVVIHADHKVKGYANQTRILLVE
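qHTS format; LmPK 0.1 nM; substrates PEP 0.5 mM and ADP 0.1 mM. One-hour room-temperature incubation, then coupled luciferase luminescence; 0.5 nM enzyme wells mark activation.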
Pf growth 96h = Primary qHTS for delayed death inhibitors of the malarial parasite plastid, 96 hour incubation. P. falciparum luciferase reporter growth, 96 h. Potency, µM (titrated, usually from 28.7 µM), for the others: at the highest dose activity change, negative = inhibition, actives largely listed as inhibitors. actives 6.9% (n = 320,000). AID 504834, 2011
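Luminescence readout: decreased luciferase signal marks inhibited growth of reporter-expressing P. falciparum in infected red cells (2% hematocrit, 0.05% parasitemia final), exposed to compound two generations (96 h, 37 C, 5% CO2).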
HCV inhibitor = qHTS Assay for Inhibitors of Hepatitis C Virus (HCV); Potency, µM (series often up to 41.8 µM), inactives show at the highest dose activity change, negative = inhibition, usual class: inhibitors; Huh7.5.1 HCVcc-Cre infection, luciferase reporter, 44 h; actives 3.4% (n = 340,000); AID 651820, 2012
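Reporter virus HCVcc-Cre (~0.5 moi) infects cells exposed to compound; seeding density 1,000 cells/well with 4 h settling beforehand. Luminescence, 15 sec read, taken 44 h post-infection following a 15 min RT substrate incubation.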
Sm TGR block = qHTS Assay for the Inhibitors of Schistosoma Mansoni Peroxiredoxins; purified TGR, DTNB reduction, TNB absorbance 405 nm; Potency, µM (highest dose often 114 µM), for inactives: top-dose activity change, negative = inhibition, hits mostly inhibitors; actives 3% (n = 360,000); also: nearly all actives have a fitted effect of over 60% in size
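First, TGR (20 nM dispensed) and NADPH were mixed with compound. Second, a 15 min room-temperature incubation followed. Third, further NADPH and then DTNB were added to start the reaction. Finally, TNB absorbance was monitored kinetically.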
Pf growth 48h = Primary qHTS for delayed death inhibitors of the malarial parasite plastid, 48 hour incubation; Potency, µM (highest dose often 28.7 µM), for inactives: at the top dose activity change, negative = inhibition, usual class: inhibitors; P. falciparum luciferase growth in erythrocytes, 48 h; actives 5.9% (n = 310,000)
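Luciferase-expressing P. falciparum in infected erythrocytes (2% hematocrit, 0.1% parasitemia final) in RPMI 1640/0.5% Albumax were exposed to compound for 48 hours at 37 C, 5% CO2; growth read as luminescence.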
An asterisk follows results filed as active; ? = inconclusive; / = no result given; & = joins results of further samples; [ ] = another dose, or the depositor's remark. Calls follow the shape of the dose curve; as a rule, active = well fitted curve in the direction sought with a large enough effect; inconclusive = small, poorly fitted or top-dose-only effect, or another doubt; inactive = no such curve, though single readings can be large; an effect the other way counts as inactive or inconclusive. % is scaled to controls: 0 for no effect and ±100 for the full control effect; potency is read from the fitted curve at half-maximal effect.

Each structure is followed by: TbPYK inhibitor	LmPK inhibitor	Pf growth 96h	HCV inhibitor	Sm TGR block	Pf growth 48h
CC1=Nc2cccc3cccc(c23)N1C
    -9%	0%	4%	?	-3%	34%[activator]
CCOc1ccccc1Nc1nc(-c2sc(NC(=O)c3ccc([N+](=O)[O-])cc3)nc2C)cs1
    /	-2%	?	/	16%	3.3µM*
Cc1nc(C)c(C(=O)N(c2ccc(C)c(C)c2)C(C(=O)NCc2ccco2)c2ccccc2)s1 (stereo not given)
    -5%	1%	10µM*	?	-16%	12µM*
COc1ccc(CCNC(=O)c2c(O)c3cccc4c3n(c2=O)CC4)cc1
    2%	1%	3%	15%	-1%	9%
Cc1cccc(-n2nnnc2SCC(=O)NCC2(N3CCOCC3)CCCCC2)c1C
    -4%	/	?	?	-9%	12µM*
Cc1ccc(NS(=O)(=O)c2cc(C(=O)OCC(=O)NCC3CCCO3)ccc2C)cc1 (stereo not given)
    2%	-1%	2%	-20%	8%	-16%
O=C(O)C1CCN(C(=O)c2scc3c2OCCO3)CC1
    -3%	0%	-4%	20%	4%	?
COc1ccccc1NC(=O)CSc1nnc(CNC(=O)c2ccco2)n1C
    2%	-3%	?	-10%	0%	32%[activator]
COn1cnnc1-c1ccccc1
    -6%	1%	2%	9%	-1%	57%[activator]
CCOc1ccccc1NC(=O)CCN1CCN(S(=O)(=O)c2ccc(OC)cc2)CC1
    -3%	3%	?	-6%	-5%	?

Each structure is followed by: TbPYK inhibitor	LmPK inhibitor	Pf growth 96h	HCV inhibitor	Sm TGR block	Pf growth 48h
O=C(Nc1ccccc1N1CCCCC1)c1cccc([N+](=O)[O-])c1
    2%	0%	?	?	7%	-9%
COc1ccc(NC(=O)c2cnn(-c3ccccc3)c2C)cc1
    -23%	-20%	225%[activator]	-29%	1%	73%[activator]
O=C(CNC(=O)C(c1ccccc1)c1ccccc1)OCC(=O)c1cccs1
    3%	4%	?	35%[activator]	-10%	18%
CCCC[C@H](CN(N=O)[C@@H](Cc1ccccc1)CN(C)N=O)N(CCc1ccccc1)N=O
    2%	3%	?	-10%	0%	?
C/C(=N\NC(=O)c1cccnc1)c1ccc(C)c([N+](=O)[O-])c1
    -3%	-2%	-28%	0%	-3%	4%
CCCCNc1nc(NC)nc(Cl)c1SC
    -13%	4%	?	-1%	12%	-22%
N#Cc1cc2c(nc1SCC(=O)Nc1cc(Cl)cc(Cl)c1)C1CCN2CC1
    17%	8%	?	-16%	16%	?
COC(=O)c1ccc(CS(=O)(=O)c2ccc(C)cc2)o1
    4%	16%	?	3%	11µM*	21%
COc1ccc(/C(N)=C/C(=O)C(C)(C)C)cc1
    -5%	-3%	65%[activator]	12%	8%	76%[activator]
O=C(O)C1=C[C@H](c2ccc(C(F)(F)F)cc2)C[C@H](OCc2ccc(CO)cc2)O1
    -2%	4%	0%	3%	50µM*	3%

Each structure is followed by: TbPYK inhibitor	LmPK inhibitor	Pf growth 96h	HCV inhibitor	Sm TGR block	Pf growth 48h
Cc1cc(C)c(C)c(S(=O)(=O)N2CCN(c3ccc(O)cc3)CC2)c1C
    -24%	5%	-6%	9%	-24%	1%
C=CCn1c(SCC(=O)NC2CCCCC2)nc2ccccc2c1=O
    -2%	4%	6%	18%	-3%	-16%
Cc1ccc(N2CC(C(=O)Nc3cccc(F)c3)CC2=O)cc1 (stereo not given)
    3%	3%	2.3µM*	-6%	3%	-6%
CCOc1ccc(N2C(=O)CC(N(CCc3ccc(OC)cc3)C(=O)c3cccc(F)c3)C2=O)cc1 (stereo not given)
    12%	7%	-19%	-1%	-20%	-6%
Cc1cc(Nc2cccc([N+](=O)[O-])c2)c2ccccc2n1
    4%	3%	-24%	-29%	/	?
CCCCNC(=O)C(CC)Sc1nc2sc(C(=O)OC)c(C)c2c(=O)n1N (stereo not given)
    -3%	-4%	73%[activator]	?	6%	?
COc1ccc(OCc2cc(/C=N\NC(=O)c3ccccc3)ccc2OC)cc1
    5%	-9%	?	?	1%	-27%
CCOC(=O)CCc1c(C)c(C#N)c2nc3ccccc3n2c1-n1ccnc1
    6%	-1%	-2%[5.75 µM]	25%	21%	-2%
O=C(COc1cccnc1[N+](=O)[O-])NCc1ccccc1
    -3%	1%	51%[activator]	4%	-8%	9%
C=CCn1c(SC(F)F)nc2scc(-c3ccco3)c2c1=O
    -3%	6%	5%	?	50µM*	2%

Each structure is followed by: TbPYK inhibitor	LmPK inhibitor	Pf growth 96h	HCV inhibitor	Sm TGR block	Pf growth 48h
CC(C)(CO)CNC1CCCN(C2Cc3ccccc3C2)C1 (stereo not given)
    3%	-3%	-14%	-3%	?	8%
NC(=O)SC/C(=N\S(=O)(=O)c1ccccc1)Nc1ccccc1
    3%	-3%	90%[activator]	24%	0%	9%
CCC(=O)NCCc1c[nH]c2ccccc12
    -1%	-2%	33%[activator]	12%	?	8%
CC1=C(C(=O)Nc2ccc(Cl)cc2)C(c2ccncc2)C(C#N)=C(SCC(N)=O)N1 (stereo not given)
    -6%	2%	?	10%	-26%	/
CCOc1ccc(CNC(=O)C2CCN(S(=O)(=O)CC)CC2)cc1OC
    -7%	-1%	/	13%	-3%	45%[activator]
CNc1oc(C)nc1S(=O)(=O)c1ccc(C)cc1
    28%	0%	34%[activator]	3%	0%	25%
COc1ccc(CCNC(=O)C(NS(=O)(=O)c2ccc3c(c2)CCN3C(C)=O)C(C)C)cc1OC (stereo not given)
    /	2%	9%	/	13%	-13%
CC(C)NC(=O)c1cc(-c2ccco2)nn1-c1ccc(Cl)cc1
    ?	-9%	?	?	2.8µM*	?
COc1cc(OC)cc(-c2c(C#Cc3ccsc3)c3cc(-c4ccc(C(N)=O)cc4)ccc3n2C)c1
    -3%	/	1µM*	?	28µM*	1.3µM*
COC(=O)c1c(C)nn(-c2ccc(OC(F)(F)F)cc2)c1-c1snnc1C
    0%	2%	13µM*	-11%	19%	?

Each structure is followed by: TbPYK inhibitor	LmPK inhibitor	Pf growth 96h	HCV inhibitor	Sm TGR block	Pf growth 48h
COc1ccc(OC2C(=O)N(c3cc(C)ccc3C)C2c2ccc(OC)c(OC)c2)cc1 (stereo not given)
    -17%	-2%	20%	-3%	2%	7.4µM*
O=C(Nc1ccc(F)cc1)c1nn(-c2ccccc2)c(=O)cc1Cl
    1%	-1%	5%	6.3µM*	/	-15%
COc1ccc(CCn2nnnc2CN2CCN(C(=O)c3ccco3)CC2)cc1OC
    4%	-6%	-2%	8%	0%	13%
CCOc1ccc(N2C(=O)CC(Sc3n[nH]c(-c4ccccc4)n3)C2=O)cc1 (stereo not given)
    -29%	17%	29%	14%	0.63µM*	10%
COc1ccccc1N1C(=O)C2C3C=CC(C3)C2C1=O (stereo not given)
    8%	0%	-10%	11%	15%	4%
CCOC(=O)/C(C#N)=C1\SS/C(=C(/C#N)C(=O)OCC)S1
    /	-12%	1%	/	-29%	7%
COc1ccc(C2Nc3ccccc3C(=O)N2Cc2ccccc2)cc1 (stereo not given)
    1%	-3%	64%[activator]	?	6%	?
CN(c1ccc(C(=O)N2CCN(Cc3ccc4c(c3)OCO4)CC2)cc1)S(=O)(=O)c1ccccc1
    -3%	3%	?	6.3µM*	-26%	/
CCCc1[nH]nc2c1C(c1ccsc1)C(C#N)=C(N)O2 (stereo not given)
    -1%	3%	?	20%	/	13%
Cc1c(C=O)c(Cl)n(C)c(=O)c1C#N
    0%	-8%	9%	-1%	?	-2%

Each structure is followed by: TbPYK inhibitor	LmPK inhibitor	Pf growth 96h	HCV inhibitor	Sm TGR block	Pf growth 48h
CCOc1cc(/C=C(\C#N)C(=O)NCC2CCCO2)ccc1O (stereo not given)
    0%&-6%	0%	18%	11%	7%&-9%	-3%
Cc1cc(C)cc(N2C(=O)CSC2c2cccs2)c1 (stereo not given)
    -17%	1%	39%[activator]	3%	-7%	?
Cc1ccc(/C=c2\sc3nc(-c4cccnc4)nn3c2=O)cc1
    4%	4%	?	14%	1%	-2%
O=C(CCS(=O)(=O)c1cc2c(cc1Cl)NC(=O)CO2)NCCc1ccccc1
    3%&-1%	-6%	?	0%	?	1%
O=C(Cc1ccccc1)Nn1cnc2ccccc21
    3%	6%	/	19%	0%	22%
CC1CC(C)CN(c2cc(=O)n(Cc3ccc(F)cc3)c(=O)[nH]2)C1 (stereo not given)
    3%	-2%	24%	6%	-12%	0%
CCN(CC)c1ccc(CN(C)CCc2ccc(OC)c(OC)c2)cc1
    -4%	-2%	?	?	6%	-10%
O=C(CCNS(=O)(=O)c1ccc(Cl)cc1)N1CCN(c2ccccn2)CC1
    9%	-5%	107%[activator]	-6%	5%	-14%
Cc1nc(N)sc1N=Nc1c(C)n(C)n(-c2ccccc2)c1=O
    -11%	5%	22%	10%	-15%	23%
CC1(C)CC(=O)C2=C(C1)N(c1cccc(Cl)c1)C(=O)NC2(C(F)(F)F)C(F)(F)F
    1%	2%	-6%	21%	-11%	9%

Entries shown so far containing a COOH group, in the order listed:
Each structure is followed by: TbPYK inhibitor	LmPK inhibitor	Pf growth 96h	HCV inhibitor	Sm TGR block	Pf growth 48h
O=C(O)C1CCN(C(=O)c2scc3c2OCCO3)CC1
    -3%	0%	-4%	20%	4%	?
O=C(O)C1=C[C@H](c2ccc(C(F)(F)F)cc2)C[C@H](OCc2ccc(CO)cc2)O1
    -2%	4%	0%	3%	50µM*	3%

Profiles as entered above.
Shown for `Cc1cc(C)cc(N2C(=O)CSC2c2cccs2)c1` (stereo not given) = TbPYK inhibitor = -17%; LmPK inhibitor = 1%; Pf growth 96h = 39%[activator]; HCV inhibitor = 3%; Sm TGR block = -7%; Pf growth 48h = ?
Shown for `CCN(CC)c1ccc(CN(C)CCc2ccc(OC)c(OC)c2)cc1` = TbPYK inhibitor = -4%; LmPK inhibitor = -2%; Pf growth 96h = ?; HCV inhibitor = ?; Sm TGR block = 6%; Pf growth 48h = -10%

Additional results.
Each structure is followed by: TbPYK inhibitor	LmPK inhibitor	Pf growth 96h	HCV inhibitor	Sm TGR block	Pf growth 48h
CCc1ccc(C(=O)NNC(=O)C2CCN(c3ncnc4sc(C)c(C)c34)CC2)cc1
    4%	/	?	13µM*	6%	?
Cc1nc2sc(-c3ccccc3)cc2c(=O)n1/N=C/N(C)C
    -1%	-19%	25%	7%	2%	322%[activator]
COc1ccc(C2c3cc(OC)c(OC)cc3CCN2S(C)(=O)=O)cc1OC (stereo not given)
    -9%	2%	47%[5.75 µM]	2%	?	?
CCS(=O)(=O)NCc1csc(-c2ccccc2)n1
    4%	-7%	48%[activator]	14%	-9%	39%[activator]
Cc1ccc(NC(=S)c2nc3ccccc3[nH]2)c(C)c1
    -3%	-21%	-9%	-15%	-26%	17%
O=C(NCc1nc(-c2ccc(C(F)(F)F)cc2)no1)c1cccs1
    -1%	0%	35%[activator]	-7%	13%	-34%
O=C(NN=C1c2ccccc2-c2ccccc21)c1ccccc1Br
    -5%	4%	37%[activator]	?	4%	10%
Cc1noc(C)c1S(=O)(=O)N(CC(=O)N1CCCCCC1)c1ccc(C(C)C)cc1
    -3%	2%	42%[activator]	-26%	-1%	/
O=C(CSc1nnc(NC2CCCCC2)s1)NN1C(=O)NC2(CCCCC2)C1=O
    -19%	-2%	-26%	9%	-28%	1%
CCc1ccccc1NC(=O)CSc1nnc(Cn2cnc3ccccc32)o1
    5%	-4%	-73%	3%	-16%	16%
CSc1ccc(S(=O)(=O)Nc2ccc3c(c2)NC(=O)CC3)cc1
    2%	2%	13%	-25%	13%	-19%

Screens as filed in PubChem BioAssay.
